# HEK293 NOD2/NF-kB = inhibition of NOD2-driven NF-kB reporter – cell-based, luminescence, uHTS, HEK293 (AID 1566). HEK293 NOD2/NF-kB luciferase reporter, luminescence; higher % means a stronger effect. inhibition, % at 4 µM; hits with a dose series show EC50 in µM. hit rate 0.63% among 290,000; further: many of its hits are not listed in these tables
# GPR55 activation = selective activators of receptor GPR55 – imaging, U2OS cells, beta-arrestin-GFP redistribution, primary screen (AID 1961) | hit rate 0.048% among 290,000 | activation, % at 10 µM, or EC50 in µM where a hit was titrated | U2OS GPR55 beta-arrestin-GFP redistribution imaging; higher % means a stronger effect;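 active means activation above 40% with more than 50 cells counted in the well; inconclusive means wells holding fewer than 50 cells, flagged as toxic or sparse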;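 further: U2OS osteosarcoma cells stably expressing GPR55 and beta-arrestin-GFP; plate controls were DMSO negative control for no effect and LPI positive control for full effect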
# KOR beta-arrestin-1 = kappa opioid receptor blockers – cell-based, luminescence, uHTS (AID 1778); KOR beta-arrestin recruitment, luminescence, antagonist mode; higher % means a stronger effect; inhibition, % at 10 µM; hits with a dose series show IC50 in µM; hit rate 0.091% among 290,000; further: strong numbers were not always called active
# NOD1 inhibition = NOD1 signaling inhibitors, primary screen, cell-based, luminescence, uHTS (AID 1578); inhibition, % at 4 µM; hits with a dose series show EC50 in µM; hit rate 1% among 290,000; NOD1-driven NF-kB luciferase reporter cells, luminescence; higher % means a stronger effect; in the data active means inhibition mostly above about 36%, no sharp cut-off; inactive means mostly below about 34%;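 further: HEK-293T reporter cells stimulated with the NOD1 agonist gamma-tri-DAP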
# KOR beta-arrestin-2 = kappa opioid receptor activators – cell-based, luminescence, uHTS, primary screen (AID 1777); KOR beta-arrestin recruitment, luminescence; higher % means a stronger effect; one-dose activation, % at 10 µM; EC50 in µM for titrated hits; hit rate 0.02% among 280,000; in the data active means activation above about 50%, passing the limit was not always enough; further: a part of the inactive calls stands beside numbers as strong as those of hits
# GPR55 antagonists = inhibition of LPI-stimulated GPR55 beta-arrestin translocation – imaging, U2OS, beta-arrestin-GFP, LPI agonist, primary screen (AID 2013); U2OS GPR55 beta-arrestin-GFP translocation imaging, LPI antagonism; higher % means a stronger effect; hit rate 0.13% among 290,000; inhibition, % at 10 µM, or IC50 in µM where a hit was titrated;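 active means spots per cell inhibited over 60%, with over 100 cells counted and total cytoplasm intensity under 500,000; inconclusive means wells with under 100 cells, flagged as likely toxic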;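 further: U2OS cells stably carrying GPR55 and arrestin-GFP stimulated by 5 µM LPI near EC80; imaged beta-arrestin-GFP aggregate spots per cell after agonist stimulation; plate controls were LPI-stimulated DMSO wells for no effect and DMSO wells without LPI for full effect; some results filed as inactive read as strong as hits; confirmed hits need IC50 under 10 µM and bright autofluorescent wells are also inconclusive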
# GPR35 antagonists = GPR35 antagonists blocking zaprinast-driven arrestin recruitment, primary screen, imaging, U2OS, beta-arrestin-GFP, zaprinast agonist (AID 2058). one-dose inhibition, % at 10 µM; IC50 in µM for titrated hits. hit rate 0.052% among 290,000. U2OS GPR35 beta-arrestin-GFP translocation imaging, zaprinast antagonism; higher % means a stronger effect;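 active means inhibition of at least 50% with at least 30 cells and total cytoplasm GFP at most 10,000,000; inconclusive means under 30 cells or total GFP of 10,000,000 plus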
# HIV fusion peptide = cell-free HIV fusion peptide-binding blockers – biochemical, uHTS, fluorescence dequenching, primary screen (AID 1986); hit rate 0.3% among 290,000; cell-free peptide binding, fluorescence dequenching, 30 min; higher % means a stronger effect; one-dose inhibition, % at 20 µM; IC50 in µM for titrated hits; in the data active means inhibition mostly above about 52%, no sharp cut-off; inactive means mostly below about 76%; further: some results filed as inactive read as strong as hits
# Myeloid diff 2 = compounds promoting myeloid differentiation. hit rate 1% among 360,000. calls only at 10 µM. AID 624256. ER-HoxA9 myeloid progenitors, lysozyme-GFP differentiation, flow cytometry;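 active means normalized GFP-positive differentiation at or above the plate's own cutoff, the solvent-only control mean plus 3 SD; inconclusive means no clear call, values can overlap the other calls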;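 further: cells exposed to compound for four days before flow analysis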
# Myeloid diff 2 GFP+ MAC1+ % = recorded beside Myeloid diff 2, whose call it bears; GFP+ MAC1+ double positive, %; measured here: differentiation confirmed by MAC1 staining
# The depositor's hits bear a star; i = inactive; ? = inconclusive; . = not tested or not shown; + = active, no number; [ ] = dose if it differs, or a comment. Unless noted, no stated cut-off is given here; in the data, active means inhibition above about 50%; inactive means the rest. These rows are one share of the data; count on the stated rates, not on these rows.
SMILES,HEK293 NOD2/NF-kB,GPR55 activation,KOR beta-arrestin-1,NOD1 inhibition,KOR beta-arrestin-2,GPR55 antagonists,GPR35 antagonists,HIV fusion peptide,Myeloid diff 2,Myeloid diff 2 GFP+ MAC1+ %
COc1cc2ccccc2nn1,4.6%,-0.2%,26.6%,-10.4%,1.6%,6.6%,-7.5%,-0.9%,i,0.6
O=C(CCN1C(=O)/C(=C\c2ccccc2)SC1=S)N1CCCCC1,11.6%,0.2%,-9.4%,-23.2%,3.2%,-13.8%,-3.1%,-10.1%,?,.
COc1cc(C(=O)Nc2ccc3c(c2)OCCO3)ccc1-n1cnnn1,-4.1%,-0.1%,-24.1%,-28.3%,-1.6%,10.4%,3.3%,3.3%,i,1.3
COC(=O)CNC(=O)COC(=O)c1cc(Cl)cc(Cl)c1N,-6.1%,-0.2%,-6.5%,-6.9%,3.9%,2.0%,6.9%,7.0%,i,0.8
CCOC(=O)C1=C(CSCc2ccccc2)NC(=O)NC1c1cc(C)ccc1C (centres undefined),1.7%,0.0%,-54.3%,14.5%,1.0%,-11.3%,-0.8%,-0.3%,i,5.7
CC1CCN(S(=O)(=O)c2ccc(S(=O)(=O)NCC(=O)C(C)(C)C)cc2)CC1,-12.2%,-0.1%,7.8%,-41.3%,-2.9%,-1.6%,2.4%,-0.5%,i,4.2
COC(=O)c1ccc(NC(=O)c2cccc(Cl)c2)o1,-12.2%,0.3%,-15.1%,-19.4%,3.6%,-2.5%,8.2%,5.0%,i,2.4
O=c1c2ccccc2c(C=NCc2ccccn2)c(O)n1-c1ccccc1Cl,12.2%,-0.4%,16.2%,-4.4%,-0.3%,-4.4%,9.8%,-1.8%,i,0.2
Cc1nc(SCC(=O)O)c(C#N)c2c1CCCC2,14.7%,0.9%,32.4%,-9.3%,-2.3%,11.0%,-1.8%,15.9%,i,0.4
COc1cccc(C2Cc3ccccc3C(=O)O2)c1 (centres undefined),2.5%,0.4%,0.1%,-22.8%,-1.0%,-0.9%,-11.1%,1.4%,i,1.0
Cc1ccc(-n2c3c(c(=O)[nH]c2=O)C(NS(=O)(=O)c2ccc(Cl)cc2)(C(F)(F)F)C(=O)N3)cc1 (centres undefined),-25.7%,-0.2%,18.0%,-31.8%,1.1%,-1.6%,3.7%,2.1%,i,0.2
O=C(N/N=C/c1cccc(NC(=O)c2ccc(Cl)cc2)c1)c1ccc(O)cc1,-75.7%,-1.9%,-30.5%,-1.5%,2.6%,16.7%,-3.7%,-1.0%,i,0.4
CCCCCCCNC(=O)C1(CC2CC(c3ccc(Cl)cc3)=NO2)CCN(C(=O)c2cc(OCC)c(OCC)c(OCC)c2)CC1 (centres undefined),7.5%,-0.1%,-9.4%[20 µM],-11.7%,-4.3%,10.9%,-3.6%,-1.3%,i,1.1
CCn1c(O)c(/C=N/n2cnnc2)sc1=S,-1.9%,-0.1%,20.2%,5.7%,2.9%,1.8%,-14.0%,0.5%,i,2.1
CC1CCCN(C(c2cccs2)c2nnnn2Cc2ccccc2)C1 (centres undefined),-10.0%,0.3%,-5.3%,11.3%,4.2%,10.7%,5.0%,2.0%,i,1.1
O=C(COc1cnc2ccccc2n1)NCCC1=CCCCC1,-5.5%,-0.1%,2.1%,-49.4%,4.2%,?,-5.8%,-0.1%,i,1.4
CCC(CC)C(=O)NCCc1cc2c(OC)ccc(OC)c2[nH]c1=O,13.1%,-0.1%,10.5%,-4.4%,-1.2%,13.4%,5.0%,0.5%,i,1.5
Cc1cc(C)c(C(=O)NCC2CCCO2)c(C)c1C(=O)NCC1CCCO1 (centres undefined),2.2%,0.0%,10.7%,-2.3%,-3.9%,2.8%,1.3%,-0.4%,i,0.4
CCOc1ccc(OC(=O)C(CCS(C)(=O)=O)N2C(=O)c3ccccc3C2=O)cc1 (centres undefined),4.1%,-0.1%,-21.4%,-18.1%,5.8%,-0.6%,7.8%,2.2%,+,3.2*
CC(=O)c1c(OC(=O)c2ccccc2)c2ccccc2n1C,22.5%,-0.1%,-12.7%,5.6%,-1.0%,4.4%,11.3%,-2.5%,i,1.3
Cc1ccc(NC(=O)CC2SCCNC2=O)cc1Cl (centres undefined),-13.9%,-0.1%,-7.5%,-29.3%,0.2%,1.2%,6.5%,1.2%,i,2.0
COc1ccc(-n2nc3cc(C)c(NC(=S)NC(=O)c4ccccc4C)cc3n2)cc1,3.9%,-0.1%,11.7%,-157.4%,2.7%,11.9%,6.6%,0.2%,i,6.7
CCC(C)NC(=O)C1CCCN(S(=O)(=O)c2ccc3c(c2)CC(C)N3C(=O)C2CC2)C1 (centres undefined),16.1%,-0.1%,-22.1%[20 µM],-22.2%,0.0%,5.8%,-7.1%,0.2%,i,3.5
CCCCCCN1C=CC(=C2C(=O)c3ccccc3C2=O)C=C1,-6.6%,-0.1%,-42.7%[20 µM],80.8%*,.,9.5%,5.1%,11.2%,i,0.9
CC1(C)c2[nH]c3ccccc3c2C[C@H]2C(=O)N(CCCO)CC(=O)N21,14.9%,0.0%,18.1%,-8.5%,-2.3%,0.3%,-5.9%,-1.2%,i,0.6
CC1CN(c2sc(S(C)(=O)=O)nc2S(=O)(=O)c2ccc(Cl)cc2)CC(C)O1 (centres undefined),25.2%,0.1%,-54.9%,35.5%,2.8%,-11.2%,-21.0%,1.4%,i,4.0
CC1(C)OC(=O)C=C(CC2NS(=O)(=O)OC3CCCCC23)O1 (centres undefined),-2.6%,0.4%,-10.2%[20 µM],-20.3%,-5.5%,4.1%,11.4%,1.8%,i,0.6
Cc1ccc(S(=O)(=O)/C(C#N)=C/c2c(Oc3ccc(Cl)cc3)nc3c(C)cccn3c2=O)cc1,19.3%,1.7%,-22.2%,32.0%,1.8%,18.3%,-5.1%,1.2%,.,.
COc1cc(/C=C/CO)cc(OC)c1OC/C=C(\C)CCC=C(C)C,5.7%,0.0%,30.6%,0.8%,-0.3%,11.9%,24.0%,-0.3%,i,2.1
Cc1nnc(SCCn2c(N3CCC(Cc4ccccc4)CC3)nc3c2c(=O)[nH]c(=O)n3C)s1,20.9%,-1.9%,-9.4%,-4.4%,2.3%,2.3%,-5.0%,0.1%,.,.
CCOC(=O)c1ccc(NC(=O)CSc2nnc(-c3cccs3)n2C)cc1,-6.7%,0.2%,-0.9%,-31.1%,-0.9%,6.8%,-2.5%,-1.5%,i,2.4
O=C(O)c1ccc(CNC(=O)c2ccc3c(c2)OCCO3)cc1,11.0%,-0.1%,-15.2%,1.2%,-0.2%,12.7%,-4.7%,-0.5%,?,.
CC(C)C(=O)Nc1c2c(nn1-c1ccccc1)CSC2,2.9%,-0.1%,0.4%,-5.7%,0.7%,13.4%,8.3%,2.7%,i,2.7
COc1ccc2c(c1OC)C(=O)OC2Nn1cncn1 (centres undefined),-4.4%,0.1%,-57.8%,6.4%,2.0%,11.2%,3.5%,0.5%,i,6.9
CN(C)/C=N/C(=S)Nc1cc(Cl)cc(Cl)c1,-16.6%,-0.1%,-7.3%[20 µM],-7.2%,-3.2%,3.6%,-0.3%,-0.8%,i,0.1
COCCNC(=O)C(OC(=O)c1ccco1)c1ccccc1Cl (centres undefined),2.1%,-0.2%,-15.5%,-39.7%,-3.6%,-5.4%,13.8%,-0.5%,i,1.0
CCCc1ccc(S(=O)(=O)N2CCN(Cc3ccco3)CC2)cc1,-5.5%,-0.2%,-27.6%,-11.3%,0.0%,-1.2%,-2.2%,1.6%,i,0.8
COc1ccc(/C(N)=N/OC(=O)c2cccc([N+](=O)[O-])c2)cc1OC,-17.6%,0.0%,-36.6%,-49.2%,-0.5%,1.5%,-5.6%,-0.3%,i,1.1
O=c1c2[nH]cnc2n(-c2cccc(F)c2)c(=O)n1Cc1ccccc1,10.9%,-0.1%,-11.8%,1.9%,1.0%,17.3%,2.8%,2.9%,i,0.9
CCc1ccc2c(c1)cc(CN(Cc1ccco1)C(C)=O)c1nnnn12,2.6%,0.7%,-5.3%,-26.2%,-5.5%,-12.1%,7.4%,-0.2%,i,0.3
CN(Cc1ccccc1)C(=O)C1CCC(CNS(=O)(=O)c2cccc3cccnc23)CC1 (centres undefined),17.7%,-0.1%,6.1%,-1.9%,-2.1%,6.5%,10.7%,-0.8%,i,0.4
S=C(c1ccc(-c2cccc(Cl)c2)o1)N1CCCCC1,-140.4%,-0.4%,22.0%,-34.8%,-5.3%,13.7%,14.9%,-1.5%,i,0.1
CN(C)C(=O)/C(=C/c1ccc(-c2cccc([N+](=O)[O-])c2)o1)NC(=O)c1ccccc1,11.2%,-0.1%,28.2%,24.8%,-2.4%,3.3%,2.4%,-0.8%,.,.
O=Cc1c(NCc2ccc(F)cc2)c2ccccc2[nH]c1=O,21.1%,0.3%,-21.6%[20 µM],9.5%,-3.7%,-7.8%,-2.3%,0.4%,i,0.3
COc1cc(C(=O)N(C)CC2CCN(CCc3cccc(C(F)(F)F)c3)CC2)ccc1C,-2.4%,3.0%,-48.6%,21.0%,-0.6%,15.5%,-8.1%,2.5%,i,0.9
CCCn1c2ccccc2c2nc3ccccc3nc21,-32.3%,-0.1%,34.4%,-27.0%,-1.0%,-2.3%,-3.3%,0.0%,i,1.0
CCOC(=O)N1CCC(NC(=O)C2CCCN(c3nc4ccccc4o3)C2)CC1 (centres undefined),9.3%,0.6%,10.5%,-0.9%,9.9%,-1.6%,-4.9%,-0.2%,i,0.8
CCOC(=O)NC(=O)CSc1nc(-c2ccc(C)c(C)c2)cn1-c1ccccc1,18.8%,-0.4%,2.4%,4.7%,-3.8%,8.6%,-10.9%,-1.2%,i,0.8
O=C(NCCN1CCOCC1)c1sc2ccccc2c1Cl,-5.9%,-0.2%,-7.4%,-61.0%,-0.8%,1.5%,6.6%,2.2%,i,0.2
Cc1nn(C(C)C(=O)NCc2ccc(Cl)cc2)c(=O)c2cc3occc3n12 (centres undefined),4.8%,-0.1%,-8.7%,-18.5%,2.4%,2.2%,-8.2%,1.1%,i,0.7
Cc1cc(C)c(S(=O)(=O)Nc2ccccn2)c(C)c1,-2.2%,0.5%,0.7%,-18.9%,-2.5%,-6.1%,8.1%,1.7%,i,0.3
CCN1C(=O)C(O)(CC(=O)/C=C/C=C/c2ccccc2)c2ccccc21 (centres undefined),6.9%,-0.1%,-8.6%,-4.8%,-2.2%,11.8%,10.9%,-1.6%,i,0.6
CCCCOc1ccc(C2C(C(=O)c3cccs3)=C(O)C(=O)N2CCN2CCOCC2)cc1 (centres undefined),2.5%,-0.3%,-12.6%[20 µM],-22.7%,3.4%,3.0%,11.3%,0.8%,i,1.1
CC(=O)OCc1nc2sc3c(c2c(=O)[nH]1)CCCC3,13.9%,-0.1%,12.8%,-23.7%,-8.0%,4.8%,17.7%,0.3%,i,2.0
